Screening data deposited in PubChem by several laboratories.
CRFBP-R2 block: CRF-BP/CRF-R2 complex antagonism; inhibition, % at 11.8 µM; 350,000 tested, 0.59% active; AID 588475; HEK293 CRF-R2/CRF-BP, CRF-induced calcium fluorescence;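 active = inhibition of the ligand-induced calcium signal above about 50% at the single tested concentration, limit read from the data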
M5 ag: agonists of human muscarinic M5 receptor (CHRM5). P08912. CHO-K1 hM5 cells, Fluo-8 calcium fluorescence; 0% DMSO wells, 100% maximal acetylcholine response. activation, % at 3 µM. 360,000 tested, 0.19% active. AID 624037;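 active = activation above the run's mean over test compounds plus 3 SD, cut at about 23% in these data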;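 also: signal is peak over basal fluorescence ratio across the kinetic read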
Target sequence (P08912 whole entry, looked up): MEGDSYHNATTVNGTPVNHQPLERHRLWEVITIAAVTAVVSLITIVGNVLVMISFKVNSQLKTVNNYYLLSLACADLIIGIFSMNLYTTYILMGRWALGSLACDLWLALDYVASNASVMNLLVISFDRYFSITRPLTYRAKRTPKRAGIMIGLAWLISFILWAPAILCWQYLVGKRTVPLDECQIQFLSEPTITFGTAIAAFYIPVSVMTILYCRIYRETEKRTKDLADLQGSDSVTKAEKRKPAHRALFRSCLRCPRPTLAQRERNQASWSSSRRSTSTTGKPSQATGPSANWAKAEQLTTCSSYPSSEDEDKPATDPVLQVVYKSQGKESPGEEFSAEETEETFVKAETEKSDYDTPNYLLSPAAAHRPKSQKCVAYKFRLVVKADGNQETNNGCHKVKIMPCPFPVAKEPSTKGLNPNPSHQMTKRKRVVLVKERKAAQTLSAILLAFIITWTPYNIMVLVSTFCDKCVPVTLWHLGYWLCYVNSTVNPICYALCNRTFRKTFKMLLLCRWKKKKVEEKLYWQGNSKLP
M5 PAM: CHRM5 positive allosteric modulation; 360,000 tested, 0.3% active; P08912; AID 624038; CHO-K1 hM5, Fluo-8 calcium, ACh EC20 PAM; 0% = ACh EC20, 100% = ACh EC100; activation, % at 3 µM;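 active = activation above the run cutoff, the mean activation of all test compounds plus 3 SD, cut at about 18% in these data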
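System – CHO-K1 hM5 cells · Compound – 3 µM, single dose · Incubation – compound preincubation 140 s before EC20 acetylcholine addition · Technique – Fluo-8 calcium fluorescence · Measure – Max/basal fluorescence ratio as % of EC20–EC100 ACh window · Benchmarks – low control EC20 acetylcholine (0%), high control EC100 acetylcholine (100%) · Replication – singlicate, one well per test compound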
M5 antag: blocks acetylcholine activation of human M5 receptor | CHO-hM5 cells, Fluo-8 calcium fluorescence, ACh EC80 | AID 624040 | 360,000 tested, 0.59% active | inhibition, % at 3 µM;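 active = inhibition above a per-plate cutoff, the mean of that plate's test compounds plus 3 SD, cut at about 27% in these data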;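 also: 0% = acetylcholine EC80 with DMSO and 100% = DMSO without agonist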
M1 PAM parental: M1 PAM counterscreen hit in parental CHO-K1 cells; ATP EC20, Fluo-8 calcium fluorescence; 0% at ATP EC20, 100% at ATP max; activation, % at 3 µM; 360,000 tested, 0.02% active;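 active = activation above the run cutoff, the mean activation of all test compounds plus 3 SD, cut at about 40% in these data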;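 also: peak over basal fluorescence ratio in a 140 s read after ATP addition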
TAAR1 antag: antagonists of human TAAR1 | Q96RJ0 | 360,000 tested, 1.5% active | CHO RD-HGA16 TAAR1, Fluo-8 calcium fluorescence, antagonist | inhibition, % at 3 µM | AID 624466;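 active = inhibition above a per-plate cutoff, the mean inhibition of test compounds on that plate plus 3 SD, cut at about 49% in these data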;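 also: 0% = DMSO plus EC80 beta-PEA response and 100% = DMSO alone without agonist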
Target sequence (Q96RJ0 whole entry, looked up): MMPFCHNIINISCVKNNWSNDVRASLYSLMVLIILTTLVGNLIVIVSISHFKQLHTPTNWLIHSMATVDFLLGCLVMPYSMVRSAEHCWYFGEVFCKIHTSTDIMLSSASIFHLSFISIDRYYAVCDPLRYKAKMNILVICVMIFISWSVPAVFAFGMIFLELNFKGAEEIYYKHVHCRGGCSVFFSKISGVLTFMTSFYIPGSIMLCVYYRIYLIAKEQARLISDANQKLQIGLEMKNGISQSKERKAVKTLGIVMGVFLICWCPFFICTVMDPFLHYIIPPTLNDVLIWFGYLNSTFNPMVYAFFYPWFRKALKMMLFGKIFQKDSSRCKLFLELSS
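Material: CHO RD-HGA16 cells bearing hTAAR1; compound dosing: one-point dosing, 3 µM nominal final; schedule: dye loading 75 min at 37 °C, then 30 min room temperature; measured by: calcium fluorescence with Fluo-8; control set: vehicle and agonist controls; replication: n of 1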
CHRM4 PAM: potentiates acetylcholine response at human M4 receptor. activation, % at 3 µM. 360,000 tested, 0.4% active. AID 624126. P08173. CHO-K1 hM4/Gqi5, Fluo-8 calcium fluorescence, ACh EC20; 0% = ACh EC20, 100% = maximal ACh;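 active = activation above its plate's cutoff, the mean activation of sample wells plus 3 SD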; also: some results filed as inactive read as strong as hits
TAAR1 agonist: human TAAR1 agonism | Q96RJ0 | CHO RD-HGA16 TAAR1, Fluo-8 calcium fluorescence; vehicle wells 0%, saturating PEA agonist 100% | activation, % at 3 µM | 360,000 tested, 0.99% active | AID 624467;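 active = activation above the mean activation of all test compounds in the run plus 3 SD, cut at about 38% in these data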
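Test system: RD-HGA16 (CHO) cells co-expressing Gα16 and hTAAR1; dosing: one-point dosing at 3 µM (nominal); timing: 17-24 h seeding, 75 min 37 °C dye, 30 min RT; signal: kinetic Fluo-8 calcium fluorescence; read-out basis: % activation relative to PEA EC100 response; controls: DMSO and PEA EC100; replicates: n 1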
CRFR2-BP ag: CRF-BP/CRF-R2 complex agonism. AID 588473. HEK293 CRF-R2/CRF-BP, calcium dye fluorescence (FLIPR); percent of saturating CRF peptide response. activation, % at 13.2 µM. 350,000 tested, 0.46% active;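 active = activation of at least 50%, plus an integration ratio under a set limit after plate pattern correction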;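 also: plate controls were neutral control wells without compound for no effect and CRF at EC100 for full effect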
Active calls of the source: *; . = not tested or not shown.

Molecule	CRFBP-R2 block	M5 ag	M5 PAM	M5 antag	M1 PAM parental	TAAR1 antag	CHRM4 PAM	TAAR1 agonist	CRFR2-BP ag
CC(C)[C@H](NC(=O)c1ccccc1)C(=O)OCC(=O)NCCC1=CCCCC1	-6.3	-0.4	-4.4	-3.4	-7.0	3.2	-4.0	2.4	1.1
Cc1nnc(SCC(=O)NCc2ccco2)n1-c1ccc(F)cc1	0.9	-4.8	-4.8	-7.1	7.4	4.9	4.2	0.4	-0.3
C[C@H](CO)N1C[C@H](C)[C@@H](CN(C)S(C)(=O)=O)Oc2c(NC(=O)Nc3ccc(C(F)(F)F)cc3)cccc2C1=O	-15.4	7.2	-0.8	13.0	0.7	15.2	-2.0	15.3	1.1
CCOc1ccccc1NC(=O)Cn1c(-c2ccc(Cl)cc2)noc1=O	-14.9	7.9	-2.7	4.7	16.3	-25.6	-4.7	1.7	-1.4
CCC(C(=O)OCC(=O)Nc1c(C)n(C)n(-c2ccccc2)c1=O)c1ccccc1 (stereo not drawn)	-14.8	0.5	-1.6	-1.9	-8.5	-12.5	-12.9	0.4	-1.0
N#C/C(=C\c1ccccc1C(F)(F)F)C(=O)Nc1ccccc1F	-22.0	-0.8	2.1	-1.0	19.8	-4.0	-3.1	0.0	2.5
CC(Sc1nc2ccccc2c(=O)n1C)C(=O)NC1CCCCC1C (stereo not drawn)	-14.4	3.5	2.7	1.6	-20.5	.	2.7	.	-2.7
O=C1OCCN1C(=O)[C@H]1[C@H](c2ccc([N+](=O)[O-])cc2)C(c2ccc(F)cc2)=NN1c1ccc(Br)cc1	-7.6	2.9	5.5	-0.1	2.2	4.3	-3.9	2.6	1.7
COc1ccc(-c2nc(CN3CCC(C(=O)NCC4CCCO4)CC3)c(C)o2)cc1OC (stereo not drawn)	13.8	-4.1	0.2	-3.1	-4.4	7.6	5.2	-0.2	0.3
COc1ccc(NC(=S)N2CCCC(CO)C2)c(OC)c1 (stereo not drawn)	1.6	-1.2	-4.9	9.5	-12.4	10.4	6.6	-0.3	-0.7
COC(=O)[C@H](Cc1ccccc1)NC(=O)Nc1ccc(C)cc1	-7.4	-0.8	2.6	-3.7	6.0	-2.2	6.7	1.5	-0.9
CCC1(CC)C(=O)C2=C3C1[C@H](C(=O)OC)C=C(C(=O)OC)C[C@H]3n1c(=O)n(-c3ccccc3)c(=O)n1[C@H]2C (stereo partly drawn)	19.4	0.9	-4.4	12.0	4.8	-2.0	6.8	2.2	0.1
CC(C)N(CC(O)COc1ccc(CC(N)=O)cc1)CC(O)COc1ccc(CC(N)=O)cc1 (stereo not drawn)	-22.7	2.3	13.1	25.8	-0.4	3.7	-0.7	-1.1	1.1
O=C(NCCc1cscn1)C1CCC(=O)N(Cc2ccc(Cl)cc2)C1 (stereo not drawn)	16.3	-4.5	-6.5	9.6	0.8	-24.9	1.1	1.2	-3.2
C[C@@H]1CN([C@@H](C)CO)S(=O)(=O)c2ccc(Br)cc2O[C@H]1CN(C)C(=O)CN(C)C	-4.3	-0.2	-0.1	11.3	-13.5	3.2	-0.5	0.4	6.8
CCOC(=O)c1c(C)[nH]c(C)c1C(=O)COC(=O)c1cccs1	-0.1	4.2	3.3	0.5	19.7	4.8	3.7	0.8	-2.4
Cc1ccc(C)c(NC(=O)C(C)CC2COCCO2)c1 (stereo not drawn)	-11.3	-7.7	3.5	-0.5	10.3	-15.6	2.6	11.0	-0.5
Cc1ncc(CSc2ccc(Cl)cc2)c(CO)c1O	-2.7	-4.8	-2.0	13.1	-4.8	-10.0	-5.5	5.6	0.3
CC1CN(C)C(C)c2c1oc1ccc(N)cc21 (stereo not drawn)	-13.6	-1.1	19.5*	-2.6	0.6	-2.1	5.0	0.8	3.7
CCOC(=O)c1c(NC(=O)COC(=O)c2c(C)noc2C)sc2c1CCC2	26.2	-6.2	12.9	-11.3	19.0	-7.8	15.4	2.3	3.0
O=C(Nc1c2c(nn1-c1ccc([N+](=O)[O-])cc1)CS(=O)(=O)C2)c1cccs1	7.0	-0.3	-6.8	3.7	18.3	-10.9	1.3	5.9	8.8
Cc1ccc(C(=O)Nc2ncccc2C)o1	10.0	2.6	-8.9	9.7	-7.6	-15.6	-4.2	1.4	3.0
Cc1cnc(-c2nc3ccccc3n2C(C(=O)NC(C)(C)C)c2ccccc2)cn1 (stereo not drawn)	.	0.8	-2.4	2.5	.	-20.0	1.7	-0.4	.
CCCCOCCCNC(=O)C[C@@H]1C[C@@]2(C(=O)OC)CC(C)(C)CC=C2N(CCc2ccc(OC)c(OC)c2)C1=O	.	1.6	0.3	-11.2	.	-19.2	4.5	0.7	.
COc1ccccc1C(=O)NCC(=O)N(C)Cc1nc2ccccc2c(=O)[nH]1	-6.3	1.1	0.5	2.5	10.6	1.2	-2.5	0.1	0.4
COc1cc2oc(=O)cc(-c3ccc(-c4ccc(F)c(Cl)c4)cc3)c2c(OC)c1OC	-3.0	0.1	-5.6	-1.2	16.8	-6.4	-2.3	-0.5	1.4
CC(=O)C(=Cc1cc(C)n(-c2ccccc2)c1C)C(C)=O	-1.5	-2.0	-4.9	3.6	9.6	2.0	6.6	16.4	-1.3
O=C(CC(C(=O)O)c1c(F)cccc1Cl)c1ccc(Cl)cc1 (stereo not drawn)	-8.8	-2.5	4.5	1.4	9.3	-4.8	3.7	0.9	-0.5
Cc1cc(=O)oc(C)c1C(=O)NCCc1ccccc1	9.9	2.5	3.1	-3.7	9.6	-11.4	18.6	8.3	-2.9
CCCC(=O)N1c2ccc(-c3csc(N)n3)cc2CC1C (stereo not drawn)	-1.7	1.2	10.8	-10.3	-3.5	-1.1	15.0	3.9	-2.5

Four compounds drawn at random from the list so far:
Molecule	CRFBP-R2 block	M5 ag	M5 PAM	M5 antag	M1 PAM parental	TAAR1 antag	CHRM4 PAM	TAAR1 agonist	CRFR2-BP ag
CCC(C(=O)OCC(=O)Nc1c(C)n(C)n(-c2ccccc2)c1=O)c1ccccc1 (stereo not drawn)	-14.8	0.5	-1.6	-1.9	-8.5	-12.5	-12.9	0.4	-1.0
COc1cc2oc(=O)cc(-c3ccc(-c4ccc(F)c(Cl)c4)cc3)c2c(OC)c1OC	-3.0	0.1	-5.6	-1.2	16.8	-6.4	-2.3	-0.5	1.4
COc1ccc(-c2nc(CN3CCC(C(=O)NCC4CCCO4)CC3)c(C)o2)cc1OC (stereo not drawn)	13.8	-4.1	0.2	-3.1	-4.4	7.6	5.2	-0.2	0.3
CCCC(=O)N1c2ccc(-c3csc(N)n3)cc2CC1C (stereo not drawn)	-1.7	1.2	10.8	-10.3	-3.5	-1.1	15.0	3.9	-2.5

More structures.
Molecule	CRFBP-R2 block	M5 ag	M5 PAM	M5 antag	M1 PAM parental	TAAR1 antag	CHRM4 PAM	TAAR1 agonist	CRFR2-BP ag
Cc1ccc(Nc2ncccc2C(N)=O)cc1[N+](=O)[O-]	18.2	-0.4	1.4	-3.8	1.4	-3.6	11.3	-0.4	-0.8
COc1cccc(NC(=O)C2CCCN2S(=O)(=O)c2ccc3c(c2)C(C)(C)C(=O)N3C)c1 (stereo not drawn)	-21.8	1.0	-5.8	5.9	13.3	-5.2	0.3	0.1	-0.2
NC(=O)c1ccc(C(F)(F)F)n(Cc2ccccc2Cl)c1=O	-33.0	5.7	1.2	2.5	22.7	14.1	6.5	10.6	-1.4
CCOCc1nnc(NC(=O)c2cc(OC)cc(OC)c2)s1	-16.7	2.1	-1.2	7.6	0.7	-2.7	-6.8	1.5	0.5
CCOc1cc(C2C(C(=O)OC(C)C)=C(C)NC3=C2C(=O)CCC3)cc([N+](=O)[O-])c1O (stereo not drawn)	10.3	-2.5	-0.1	-8.2	14.9	12.7	3.2	7.7	-0.3
CCC(=O)Nc1nnc(/C=C/c2ccccc2)s1	-65.2	-0.9	-1.6	7.6	10.7	0.7	-7.1	-0.3	12.2
Cc1ccc(NC(=O)COC(=O)c2ccco2)cc1C	5.2	-0.6	8.2	7.2	25.7	-5.2	6.6	-0.9	1.2
O=C(Nc1ccc(Cl)cc1)Nc1ccccc1C(=O)NCc1ccco1	-3.2	-0.4	-10.2	15.7	-1.3	47.6	-10.1	12.4	-1.2
N#CC(c1ccc(=O)[nH]n1)c1ccc(Cl)cc1Cl (stereo not drawn)	3.1	-0.1	-7.0	6.7	25.3	5.1	-1.0	6.9	-1.0
O=C(CN1CCN(S(=O)(=O)c2cccc(Br)c2)CC1)NCCc1cccs1	0.3	-1.5	-12.5	4.0	5.2	17.3	3.5	8.2	-0.2
CCOc1ccc(OCC(=O)Nc2cc(Cl)ccc2-n2cncn2)cc1	7.2	1.4	-0.1	-7.1	9.8	-34.4	-4.2	-0.5	-1.8
O=C(CN1CCN(S(=O)(=O)c2ccccc2F)CC1)N1CCc2ccccc2C1	-4.1	0.8	-0.9	9.6	0.3	2.5	-2.0	-0.6	-1.4
CC1CC(C)CN(C(=O)c2ccccc2Nc2ccc(SC(F)F)cc2)C1 (stereo not drawn)	-3.2	-2.7	3.2	-11.6	18.5	-19.8	-9.2	-0.7	-1.2
CC(=O)N1c2ccccc2NC(=O)C1(C)C	-1.8	-4.8	-3.3	-5.7	7.8	18.9	3.8	-0.3	-0.7
COc1cc(C)ccc1OCCCCN1CC(C)OC(C)C1 (stereo not drawn)	8.1	-2.4	-2.8	0.8	11.3	-6.8	-6.6	-0.2	9.1
Cc1ccccc1N1C(=O)C2ON(c3ccccc3)C(c3cccnc3)C2C1=O (stereo not drawn)	3.8	0.8	0.3	-2.7	2.2	6.4	-0.7	17.4	0.2
S=C(NCC1CCCO1)c1ccc(Br)cc1 (stereo not drawn)	-3.8	-5.9	-1.0	-1.4	5.4	1.0	-4.8	1.1	-2.5
O=C(O)c1cnn2c(C(F)F)cc(C(F)F)nc12	-1.2	-0.7	4.0	-3.7	6.0	-13.9	7.8	11.0	0.1
COc1ccc2c(Cl)c(C(=O)NN3CCN(C)CC3)sc2c1	-6.6	-18.5	1.3	10.2	20.3	-11.4	-2.0	0.2	0.3
O=C(NCc1cccnc1)c1ccc2nc([C@@H]3O[C@H](CO)[C@H](O)[C@H](O)[C@H]3O)[nH]c2c1	.	1.3	2.7	-5.4	16.2	1.4	-5.7	0.9	.
COc1cc2c(cc1O)C(SC)=NC(C)(C)C2	19.1	-3.7	8.8	-8.6	20.9	-10.1	-3.6	4.5	-0.6
O=C(NCc1cccnc1)NC1CC(=O)N(c2ccc3c(c2)OCCO3)C1 (stereo not drawn)	0.2	2.1	3.4	1.6	18.9	-3.5	4.4	0.5	-1.9
Cc1oc(C(C)(C)C)cc1C(=O)NCC(=O)NCC(=O)O	11.8	2.0	-4.9	2.5	-11.6	-17.1	-1.7	14.1	-0.6
